# Bioassay records from PubChem BioAssay.
# Abeta rescue – qHTS for compounds that reverse cellular toxicity of Amyloid beta (A-beta) peptide in yeast: Primary Screen | Potency, µM (top dose mostly 46.1 µM), without a hit: at the top dose growth rescue, usual class: activators | AID 1347071, 2019 | actives 0.063% (n = 410,000) | yeast expressing A-beta42, growth rescue, OD600, 48 h; response scale: 0% DMSO, 100% iron-clioquinol control; further: potency means the concentration at half of the fitted maximal effect; nearly all actives have a fitted effect of over 55% in size
#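 Yeast growth medium received pinned compounds, then yeast cells expressing toxic A-beta were added; plates incubated at 30 C for 48 hr. Growth read as absorbance at 600 nm, normalized to DMSO and equimolar FeCl3 plus clioquinol controls.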
# DRD3 agonist – qHTS of D3 Dopamine Receptor Agonist: qHTS | D(3) dopamine receptor (Homo sapiens), P35462 | D3R DiscoveRx beta-arrestin cells, luminescence, 90 min | max activation, % | actives 0.58% (n = 410,000); in the data active means max activation above about 30%; further: 0% is about no effect; mostly tested at two doses, the higher about 12 µM
#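 Cells at 1500/well, incubated overnight, then treated with pinned compounds (dopamine as control) for 90 min at 37 degrees C. DiscoveRx reagent added for 30 - 60 minutes at room temperature; luminescence read.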
# D3 antag – qHTS of D3 Dopamine Receptor Antagonist: qHTS. actives 2.5% (n = 360,000). D3R cells, DiscoveRx beta-arrestin luminescence, antagonist mode; active compounds read low. max response, negative = inhibition, %. D(3) dopamine receptor (Homo sapiens), P35462; in the data active means max response below about -50%; inconclusive means no clear call, values can overlap the other calls; further: on the % scale 0 is the no-effect control and ±100 the full control effect; mostly tested at two doses, the higher about 12 µM
#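 Cells expressing the human receptor were seeded at 1500 cells/well, incubated overnight at 37 degrees C in 5% CO2, then exposed to library compounds with dopamine controls for 90 minutes at 37 degrees C before luminescent detection.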
# EPAC2 antag – qHTS for Antagonist of cAMP-regulated guanine nucleotide exchange factor 2 (EPAC2): primary screen; AID 720708, 2013; EPAC2 GEF exchange of Rap1B-BODIPY-GDP, fluorescence; Rap guanine nucleotide exchange factor 4 (Homo sapiens), Q8WZA2; Potency, µM (doses to about 114 µM), for inactives: at the highest dose activity, negative = inhibition, usual class: inhibitors; actives 0.18% (n = 360,000); further: potency means the concentration at half of the fitted maximal effect; on the % scale 0 is the no-effect control and ±100 the full control effect; nearly all actives have a fitted effect of over 45% in size; many of its hits are not listed in these tables
# Target sequence (Q8WZA2 whole entry, looked up): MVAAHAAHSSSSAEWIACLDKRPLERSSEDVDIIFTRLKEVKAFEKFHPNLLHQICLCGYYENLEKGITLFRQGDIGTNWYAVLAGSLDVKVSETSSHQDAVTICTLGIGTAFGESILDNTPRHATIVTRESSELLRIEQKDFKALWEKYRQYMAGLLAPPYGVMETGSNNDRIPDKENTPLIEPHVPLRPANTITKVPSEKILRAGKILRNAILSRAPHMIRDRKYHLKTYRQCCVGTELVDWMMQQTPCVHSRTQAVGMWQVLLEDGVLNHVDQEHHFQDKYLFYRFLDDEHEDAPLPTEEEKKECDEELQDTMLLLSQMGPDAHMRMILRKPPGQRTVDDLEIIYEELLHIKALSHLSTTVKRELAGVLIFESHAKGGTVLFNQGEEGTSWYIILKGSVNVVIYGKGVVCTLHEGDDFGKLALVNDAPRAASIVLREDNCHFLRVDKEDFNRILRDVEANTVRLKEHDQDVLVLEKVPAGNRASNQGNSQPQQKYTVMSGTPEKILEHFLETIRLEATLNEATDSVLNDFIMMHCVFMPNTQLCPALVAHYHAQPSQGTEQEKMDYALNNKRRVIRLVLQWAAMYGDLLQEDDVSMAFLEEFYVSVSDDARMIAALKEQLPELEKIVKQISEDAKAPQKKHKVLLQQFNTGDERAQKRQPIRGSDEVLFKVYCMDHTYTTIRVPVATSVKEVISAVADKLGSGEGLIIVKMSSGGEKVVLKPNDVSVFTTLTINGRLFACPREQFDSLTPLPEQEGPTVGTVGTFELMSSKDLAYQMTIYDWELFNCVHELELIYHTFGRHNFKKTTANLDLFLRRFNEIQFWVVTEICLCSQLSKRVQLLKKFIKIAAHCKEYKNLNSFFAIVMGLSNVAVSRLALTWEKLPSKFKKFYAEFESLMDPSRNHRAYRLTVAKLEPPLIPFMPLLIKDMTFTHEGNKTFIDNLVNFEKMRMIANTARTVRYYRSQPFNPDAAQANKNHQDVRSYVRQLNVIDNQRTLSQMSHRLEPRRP
# TDP43 rescue – qHTS of TDP-43 Inhibitors; actives 1.8% (n = 410,000); Potency, µM (top dose mostly 46.1 µM), without a hit: top-dose growth rescue (activation), actives largely listed as activators; AID 652104, 2013; TDP-43 expressing yeast growth rescue, BacTiter-Glo, 24 h; further: potency means the concentration at half of the fitted maximal effect; % of control where 0% means no effect; nearly all actives have a fitted effect of over 50% in size
#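 Galactose-induced TDP-43 yeast, OD600=0.02, compound pinned; 24 hr, 30 deg C; BacTiter-Glo luminescence for growth. Inhibitors of TDP-43 toxicity read as activators.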
# aSyn rescue – qHTS of alpha-syn Inhibitors | Potency, µM (series often up to 46.1 µM), for the others: top-dose growth rescue (activation), actives largely listed as activators | actives 0.14% (n = 370,000) | Yeast expressing alpha-synuclein, growth rescue, BacTiter-Glo, 24 h; further: potency means the concentration at half of the fitted maximal effect; % of control where 0% means no effect; nearly all actives have a fitted effect of over 65% in size
#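 Readout is rescue of growth in alpha-synuclein-expressing yeast, so inhibitors of toxicity appear as activators. Growth after 24 hr at 30 deg C in galactose medium is quantified by luminescence.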
# FUS yeast rescue – qHTS for Suppressors of FUS Proteinopathy: Primary screen using FUS-linked yeast assay; S. cerevisiae FUS-expressing, growth rescue, OD600, 24 h; actives 0.24% (n = 390,000); Potency, µM (highest dose often 76.6 µM), without a hit: top-dose growth rescue (activation), hits mostly activators;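 further: potency means the concentration at half of the fitted maximal effect; plate controls were DMSO vehicle for no effect and reference control for full effect; nearly all actives have a fitted effect of over 55% in size; some results filed as inactive show a strong effect at the top dose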
#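 Read-out: OD at 600 nm after 24hr at 30C, reporting rescue of FUS-induced yeast toxicity. Cells at OD 0.005 in galactose (2%) minimal medium; compounds tested in a dilution series; CP55940 titration from 92uM final as control.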
# EPAC2 agonist – qHTS for Agonist of cAMP-regulated guanine nucleotide exchange factor 4 (EPAC2): primary screen | Potency, µM (doses to about 154 µM), inactives show top-dose activation, most hits filed as activators | EPAC2 activation, biochemical qHTS; response scale: 100% = 6.5 mM cAMP response | AID 720711, 2013 | actives 0.079% (n = 360,000) | Rap guanine nucleotide exchange factor 4 (Homo sapiens), Q8WZA2; further: potency means the concentration at half of the fitted maximal effect; nearly all actives have a fitted effect of over 50% in size
#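 Compounds were added across a concentration range to EPAC2 (100 nM), RAP1B-BODIPY-GDP (250 nM) and GDP (50 uM). After 5 min at room temperature, fluorescence was recorded at 5-min intervals for 30 min.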
# Numbers without * were called inactive; ? = inconclusive; . = not tested or not shown; [ ] = remark or other dose. Unless noted, the call rests on the fitted dose curve; in most records, active means well fitted curve in the direction sought with a large enough effect; inconclusive means small, poorly fitted or top-dose-only effect, or another doubt; inactive means no such curve, though single readings can be large; an effect the other way counts as inactive or inconclusive. A portion of the library; rates above refer to the full screens.
no.	Structure	Abeta rescue	DRD3 agonist	D3 antag	EPAC2 antag	TDP43 rescue	aSyn rescue	FUS yeast rescue	EPAC2 agonist
1	COc1ccccc1Nc1nnc(SCC(=O)N2CCCC2=O)s1	-13.2%	-11.8	-26.8	14.8%	-12.7%	-7.2%	16.8%	8.7%
2	Cc1c(C)n2c(SCC(=O)N3CCCCC3)nnc2[nH]c1=O	-2.0%	0.0	12.9	3.4%	-21.5%	-0.3%	-7.1%	6.6%
3	Cc1ccc2[nH]c(=O)c(C3C(C#N)=C(N)Oc4c3ccc3cccnc43)cc2c1 (stereo not given)	-5.3%	2.3	?	7.9%	0.0%	2.2%	.	-5.6%
4	O=C(CSCc1ccc(Cl)cc1Cl)Nc1nccs1	4.2%	0.9	3.7	6.1%[57.1 µM]	9.1%	7.0%	-14.9%	8.2%
5	CN(C)c1ccc(/C=[N+](\[O-])C2N(c3ccccc3)C(=S)SC2(C)C)cc1 (stereo not given)	-3.7%	-2.7	-6.5	17.7%	-12.1%	0.8%	?	3.5%
6	O=C(NNC(=O)c1cnccc1C(F)(F)F)c1ccc(Cl)cc1	-3.9%	4.0	11.4	4.7%	-5.7%	2.8%	13.1%	7.0%
7	Cn1c(CN2CCCC2)nc2cc(NC(=O)c3ccc(Cl)cc3)ccc21	13.3%	-2.6	5.9	8.6%	0.9%	1.4%	16.1%	-7.4%
8	O=C(c1ccc(F)cc1)N(c1ccccn1)C1CCCCC1	-11.4%	-4.5	-8.6	-1.2%	-8.6%	-5.2%	-1.1%	-10.9%
9	C=CC(C)(C)c1c(O)c(CC=C(C)C)c(O)c2c(=O)c3ccc(O)c(O)c3oc12	-91.9%[inhibitor]	89.5*	81.3	-15.6%	-75.0%[inhibitor]	-13.4%	11.6%	-8.1%
10	COC(=O)c1cc(=O)n(Cc2ccc(F)cc2)c(=NCc2ccc(F)cc2)s1	-4.0%	-10.5	-6.6	5.5%	20.3%	-4.7%	-12.1%	4.0%
11	COC(=O)c1cc2nc(-c3ccccc3)cc(C(F)(F)F)n2n1	19.9%	14.7	11.7	4.1%	22.3%	1.6%	8.9%	0.2%
12	CSCC[C@H](NC(=O)N1CCn2c1nc1ccccc12)C(=O)N[C@H](Cc1ccccc1)C(=O)O	-13.8%	-3.4	8.6	5.6%	10.8%	-2.1%	14.1%	5.3%
13	CC1CCCCC12NC(=O)N(CC(=O)c1ccc[nH]1)C2=O (stereo not given)	-12.5%	-1.0	9.2	-10.7%	-1.3%	2.4%	25.2%	5.3%
14	CCOc1ccc(C(=O)NCc2ccccn2)cc1	-8.2%	-12.4	39.5	-0.2%	-12.7%	-0.8%	35.9%	7.1%
15	Fc1ccc2[nH]c3c(N4CCSCC4)ncnc3c2c1	6.5%	42.3*	77.3	-2.2%	17.1%	11.3%	.	7.4%
16	COc1ccc(CNC(=O)C2COc3ccccc3O2)cc1 (stereo not given)	14.1%	-6.1	-7.8	2.7%	?	-4.7%	-7.0%	-2.4%
17	COc1ccccc1-c1nc(SCC(=O)N2CCOCC2)n[nH]1	-5.8%	1.2	1.6	5.4%	5.7%	-4.7%	1.0%	3.9%
18	Fc1ccc(Nc2nnns2)cc1	-9.3%	2.6	4.8	-2.5%	?	-30.1%[inhibitor]	17.6%	16.0%
19	CCN(CC)S(=O)(=O)c1cccc(NC(=O)/C=C/c2ccc([N+](=O)[O-])cc2)c1	13.2%	9.8	18.3	-2.9%	15.5%	1.0%	37.5%	-6.3%
20	COc1ccc(C2=NOC(C(=O)Nc3cc(C)on3)C2)cc1 (stereo not given)	-15.9%	2.2	-6.0	19.0%	1.6%	-1.6%	-12.0%	1.8%
21	CCOc1ccc(NC(=O)CN(C)C(=O)CC2OC(=O)c3ccccc32)cc1OCC (stereo not given)	-4.9%	0.6	0.3	12.3%	20.1%	18.8%	10.0%	0.4%
22	CCCCn1c(N)c(N(CC(C)C)C(=O)Cc2ccc3c(c2)OCCO3)c(=O)[nH]c1=O	0.7%	-11.5	2.0	-5.3%	-14.8%	2.2%	14.1%	4.4%
23	CC(=O)Nc1ccc(NC(=O)C(C)OC(=O)CCCOc2ccc(Cl)cc2C)cc1 (stereo not given)	9.7%	19.7	9.2	-22.9%	5.2%	2.2%	1.0%	-12.6%
24	O=C(CCCCCn1c(=S)[nH]c2cc3c(cc2c1=O)OCO3)N1CCN(c2ccc(F)cc2)CC1	2.4%	7.3	17.2	4.4%	13.0%	2.6%	7.3%	-0.2%
25	COc1nc2c(C)cccc2cc1-c1noc(-c2ccco2)n1	-14.1%	0.5	-7.2	11.1%	-36.1%[inhibitor]	-7.1%	?	-17.6%
26	COc1ccc(NC(=O)CSc2nnc(Cc3ccccc3)c(=O)n2N)c(OC)c1	26.8%	21.3	5.2	-3.1%	18.7%	4.0%	8.2%	1.5%
27	CCC(=O)Nc1ccc(NC(=O)c2ccco2)c(OC)c1	0.3%	1.7	30.5	-1.5%	7.0%	3.9%	-12.4%	-1.1%
28	CCOC(=O)C1=C2SCC(=O)N2C(N)=C(C#N)C1	-0.2%	-3.2	7.3	-2.0%	0.3%	2.6%	12.3%	-2.6%
29	C=CCN1C(=O)C2(OCCCO2)c2cccc(C)c21	6.6%	5.5	4.4	-1.1%	24.3%	0.1%	9.5%	7.0%
30	COCCNc1nc(NCc2cccc(OC)c2OC)c2sccc2n1	4.3%	-4.4	25.1	13.1%	0.0%	1.1%	-4.7%	5.7%
31	CC(=O)N(C)c1ccc(NC(=O)/C=C/c2ccccc2Cl)cc1	2.5%	3.5	23.7	7.0%	2.4%	-14.7%	15.8%	12.1%
32	CCSc1nc(C)c(C)c(=O)[nH]1	2.8%	3.9	4.1	8.6%	2.6%	5.7%	1.2%	0.0%
33	Cc1cccc(OCCCC(=O)NCc2ccco2)c1	4.2%	-6.3	-4.3	-5.7%	3.2%	0.6%	13.4%	2.6%
34	O=C(NNc1c(F)c(F)cc(F)c1F)c1ccco1	-6.0%	16.5	9.4	0.1%	4.9%	-0.2%	-8.7%	8.1%
35	OCC1OC(n2cnc3c(SCc4ccccc4)nc(NO)nc32)C(O)C1O (stereo not given)	-1.7%	7.9	14.9	6.7%	29.6%	-3.9%	0.0%	4.1%
36	CCC(=O)c1ccc(OCC(=O)Nc2ccccc2N2CCOCC2)cc1	7.9%	5.1	12.4	-8.4%	?	6.7%	0.0%	11.2%
37	O=C(N/N=C/c1ccc2c(c1)OCO2)C(=O)Nc1cccc(Cl)c1	6.1%	0.4	-12.9	0.6%	-4.0%	1.3%	-7.3%	7.9%
38	COc1ccc(Cn2nnnc2C(c2ccccc2)N2CCN(C3CCCC3)CC2)cc1 (stereo not given)	-2.8%	-10.5	-26.9	3.3%	0.3%	-3.8%	-3.1%	0.3%
39	O=C(CNC(=O)c1cccc(Br)c1)N/N=C/c1ccc[nH]1	14.5%	-19.7	10.9	-9.8%	-12.1%[0.397 µM]	2.2%	-0.1%	2.5%
40	CS(=O)(=O)Nc1cccc(NC(=O)C2Cc3c(-c4cccc(F)c4)ccnc3O2)c1 (stereo not given)	-22.9%	-12.6	-3.8	-0.6%	-20.7%	-21.6%	-2.9%	19.7%
41	CC1CCCCC1NC(=O)C1CCC(CNS(=O)(=O)c2ccc(F)cc2)CC1 (stereo not given)	-3.8%	3.8	6.3	1.3%	-12.7%	-7.7%	15.2%	-2.7%
42	N#Cc1cc(Oc2ccccc2)c(-n2nnc3ccccc32)cc1C#N	5.1%	-2.4	-23.7	1.8%	1.1%	-0.4%	-6.0%	-3.9%
43	CSc1ncc2c(n1)-c1ccccc1N(Cc1ccccc1)S2(=O)=O	-10.0%	-2.9	.	.	20.1%	.	-2.5%	.
44	COc1ccc(N2CCN(C(=O)COc3ccc4c(C)cc(=O)oc4c3C)CC2)cc1	3.3%	1.4	13.1	14.9%	5.9%	-4.3%	-6.2%	-8.3%
45	Cc1cc(C)cc(NC(=O)CCS(=O)(=O)c2ccc3c(c2)oc(=O)n3C)c1	-0.6%	-5.4	.	.	11.2%	.	0.5%	.
46	CCCCc1c(O)nc(SCC(=O)N2CCOCC2)n(-c2ccc(C)cc2)c1=O	0.9%	0.6	-0.1	0.7%	8.1%	3.3%	-29.2%	12.2%
47	CC(C)N(C(=O)/C=C/c1cccc([N+](=O)[O-])c1)C(C)C	3.9%	11.5	6.4	-7.6%	?	14.5%	-21.4%	1.7%
48	CC(=O)Nc1ccc(C(=O)CSc2nnnn2C2CCCC2)cc1	-9.9%	2.2	4.1	-1.9%	-12.6%	-2.8%	?	2.1%
49	Cc1ccccc1C(=O)N1CCC(C(=O)Nc2ccc3c(c2)OCO3)CC1	6.2%	1.1	4.2	-17.2%	9.3%	1.7%	-1.9%	7.7%
